Screens (PubChem BioAssay)
LGR2 antag: inhibitors of bursicon-induced LGR2 CRE-luciferase signal, primary screen, cell-based, HEK293, CRE-luciferase reporter, bursicon stimulation; Drosophila bursicon receptor LGR2 (rickets); bursicon-stimulated, 4 h; inhibition, % at 9.99 µM; hit rate 0.35% among 380,000; AID 720647, 2013;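 active means drop in luminescence signal, shown as inhibition above about 50% in the replicate tests, limit read from the data, passing the limit was not always enough; inconclusive means probably only some replicates passing the limit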;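 further: agonist challenge used bursicon conditioned medium at about half maximal strength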
EWS-Fli block: EWS/Fli-driven NR0B1 reporter inhibitors, primary screen, A673 cells, NR0B1 luciferase, luminescence, MLPCN library. viability-normalised. hit rate 0.67% among 350,000. inhibition, % at 12.6 µM;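 active means mean inhibition of at least 50% after viability correction, with every replicate also passing that limit; inconclusive means mean reaches 50% but only one of two replicates passes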;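 further: firefly luciferase signal divided by Alamar Blue viability fluorescence both relative to DMSO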
CASP6 VEID inh: human caspase-6 inhibitors, primary screen, biochemical, VEID-R110 fluorescence, single point, set 2 | P55212 | purified caspase-6, Z-VEID-R110 cleavage fluorescence | inhibition, % at 12.5 µM | hit rate 0.53% among 350,000 | AID 686996, 2013;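 active means mean inhibition across replicates at least about 35%, with every replicate also reaching that limit, limit read from the data; inconclusive means only one of the two criteria met; inactive means neither criterion met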;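 further: 0% = median of neutral control wells and 100% = no fluorescence left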
Target sequence (P55212 24-179 limits assumed): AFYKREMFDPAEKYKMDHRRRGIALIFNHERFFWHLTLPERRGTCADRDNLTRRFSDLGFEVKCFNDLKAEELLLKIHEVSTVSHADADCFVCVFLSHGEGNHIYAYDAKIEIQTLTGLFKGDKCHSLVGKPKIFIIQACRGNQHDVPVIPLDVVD
Target sequence (P55212 194-293 limits assumed): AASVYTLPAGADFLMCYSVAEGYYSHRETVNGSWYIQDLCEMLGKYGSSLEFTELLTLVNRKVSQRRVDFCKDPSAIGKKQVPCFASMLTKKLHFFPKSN
SIRT5 inh: SIRT5 desuccinylase inhibitors, primary screen, biochemical, fluorescence imaging, single point, set 5; AID 652115, 2013; Purified SirT5, succinyl-peptide AMC, trypsin-coupled fluorescence; inhibition, % at 15 µM; NAD-dependent protein deacylase sirtuin-5, mitochondrial (Homo sapiens), Q9NXA8; hit rate 1.1% among 330,000; in the data active means inhibition above about 15%; inconclusive means no clear call, values can overlap the other calls
Target sequence (Q9NXA8 whole entry, looked up): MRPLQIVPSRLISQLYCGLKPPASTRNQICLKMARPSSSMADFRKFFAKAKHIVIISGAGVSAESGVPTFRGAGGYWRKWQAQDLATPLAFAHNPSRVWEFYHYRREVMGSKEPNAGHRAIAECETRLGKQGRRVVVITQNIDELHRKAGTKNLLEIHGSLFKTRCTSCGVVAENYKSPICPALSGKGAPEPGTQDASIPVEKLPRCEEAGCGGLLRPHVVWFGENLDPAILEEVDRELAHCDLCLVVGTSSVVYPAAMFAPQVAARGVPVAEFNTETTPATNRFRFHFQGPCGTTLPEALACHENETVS
DENV2 CPE: inhibitors of DENV2 cytopathic effect, primary screen, cell-based, plate reader, single concentration; hit rate 1.7% among 350,000; CPE inhibition, % at 9.99 µM; AID 651640, 2012; DENV2-infected cells, cytopathic effect rescue; in the data active means CPE inhibition above about 20%, passing the limit was not always enough; inconclusive means no clear call, values can overlap the other calls; tested in BHK-21 cells;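 further: 0% = median of neutral control wells and 100% = median of positive control wells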
PAX8 reporter: inhibitors of PAX8-driven TPO luciferase reporter, primary screen, RMG-I cells, single concentration. SteadyGlo, 24 h. inhibition, % at 12.6 µM. hit rate 1.2% among 360,000;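 active means mean replicate inhibition at least 60% with every replicate also reaching 60%; inconclusive means only one of the two criteria is met; inactive means mean below 60% and not all replicates reaching 60%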;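 further: luciferase light reporting Pax8 driven TPO promoter activity; plate controls were median of neutral control wells for no effect and mitoxantrone controls for full effect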
ARNT TACC3 PPI: disruptors of ARNT/TACC3 protein interaction, primary screen, biochemical, AlphaScreen, single concentration; inhibition, % at 9.99 µM; hit rate 0.66% among 390,000; AlphaScreen His-ARNT PAS-B/GST-TACC3 binding, luminescence; TACC3 fragment carries E629A point mutation; Transforming acidic coiled-coil-containing protein 3 (Homo sapiens), Q9Y6A5;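 active means mean inhibition of replicates at least 50% and at least half of replicates each reaching 50%; inconclusive means half or more replicates reach 50% but mean below 50%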;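 further: 0% = complete ARNT plus TACC3 wells and 100% = ARNT alone without TACC3; many hits fall short of the cut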
* marks the source's active call; other numbers are inactive results; ? = inconclusive; . = no result given; & = joins results of further samples.

SMILES	LGR2 antag	EWS-Fli block	CASP6 VEID inh	SIRT5 inh	DENV2 CPE	PAX8 reporter	ARNT TACC3 PPI
CN1CCCCCC1=Nc1ccc([N+](=O)[O-])cc1	-16.2	4.1	-2.5	-0.8	5.4	0.8	-9.8
CCOc1ccc(NC(=O)CCC(=O)NNC(=O)c2ccco2)cc1	5.2	1.4	-0.4	1.9	6.4	-9.3	3.2
C[C@@H]1CN([C@@H](C)CO)C(=O)c2cccc(NC(=O)c3nc4ccccc4s3)c2O[C@@H]1CN(C)S(=O)(=O)c1ccccc1	19.2	-1.2	1.2	4.7	-10.3	-8.7	8.6
C[C@H]1CN([C@@H](C)CO)C(=O)c2cc(NC(=O)NC3CCCCC3)ccc2O[C@H]1CN(C)C(=O)NC1CCCCC1	11.3	3.7	.	7.1	18.5	.	4.9
CCOc1c2ccc(C(=O)NCCCCc3ccccc3)cc2nn1C	10.9	-3.7	1.6	-10.6	?	2.8	-5.8
O=C(O)c1ccc2c(c1)N(Cc1ccc(F)cc1)C(=O)c1ccccc1S2	11.4	-8.1	-3.1	0.1	-7.0	-37.0	-21.2
CCOC(=O)CN1C(=O)N[C@@H](c2ccco2)C(C(=O)OC)=C1C	4.8	-4.0	4.1	.	14.0	-5.2	-0.1
Cc1nn(CC(=O)NCC(C)c2ccccc2)c(=O)c2cc(-c3ccccc3)nn12 (stereo unspecified)	-1.3	.	-0.6	-3.2	5.4	15.6	-2.8
Cc1ccc(S(=O)(=O)Nc2ccc3c(c2)CC(=O)N([C@@H](C)CO)C[C@@H](C)[C@H](CN(C)C(=O)Nc2ccccc2)O3)cc1	-3.8	6.3	-1.9	2.1	-0.4	7.8	-11.9
CO[C@@H]1CN(C)C(=O)c2ccc(NC(=O)c3ccc(F)cc3)cc2OC[C@@H](C)N(C(=O)CC2CC2)C[C@H]1C	-5.8	8.0	.	-1.0	4.2	.	0.0
CCCCN(C(=O)C(C)Oc1ccc(Cl)cc1)c1c(N)n(CCCC)c(=O)[nH]c1=O (stereo unspecified)	-10.8	3.2	-5.1	-5.0	3.0	6.4	-24.5
CCCCn1c(N)c(N(CC(C)C)C(=O)C2CCN(S(=O)(=O)c3ccc(C)c(C)c3)CC2)c(=O)[nH]c1=O	-9.0	.	1.5	0.8	1.2	15.8	-5.6
Cn1c(N)c(C(=O)COC(=O)/C=C/c2ccc(OC(F)F)cc2)c(=O)n(C)c1=O	13.2	-1.5	-0.4	0.2	.	9.7	-17.8
Cc1noc(C)c1S(=O)(=O)Nc1ccc2c(c1)C(=O)N([C@H](C)CO)C[C@H](C)[C@H](CN(C)CC1CCCCC1)OCCCC[C@H](C)O2	1.9	2.6	-1.9	5.6	-3.7	-15.0	-0.5
COc1cc(C(=O)Oc2ccc(Br)cc2C(=S)N2CCOCC2)cc(OC)c1OC	7.6	10.0	-1.2	-12.5	-5.7	16.6	27.7
N#C/C(C(=O)NCc1ccccc1)=C1/N=C(NC(=O)c2ccco2)c2ccccc21	.	-38.5	-1.1	-3.8	0.2	-108.9	-4.1
C[C@H](CO)N1C[C@H](C)[C@@H](CN(C)C(=O)Nc2ccc3c(c2)OCO3)Oc2ccc(NS(=O)(=O)c3ccccc3)cc2C1=O	3.2	-5.9	-0.5	0.3	?	1.9	-0.2
COc1ccc(NC(=O)Nc2ccc3c(c2)C(=O)N([C@H](C)CO)C[C@@H](C)[C@H](CN(C)Cc2ccncc2)O3)cc1	10.0	-6.2	2.9	-0.5	3.0	-17.1	-14.7
CC(=O)c1ccc(OC(=O)c2ccc(-n3nc(C)cc3C)cc2)cc1	16.5	5.4	3.4	-1.4	0.2	5.0	-0.1
CC(=O)Nc1sc2c(c1C(c1ccncc1)N1CCOCC1)CCCC2 (stereo unspecified)	-5.3	7.3	2.3	0.2	2.3	14.3	-3.3

Continued (2 carried over from the part before).
SMILES	LGR2 antag	EWS-Fli block	CASP6 VEID inh	SIRT5 inh	DENV2 CPE	PAX8 reporter	ARNT TACC3 PPI
CC(=O)c1ccc(OC(=O)c2ccc(-n3nc(C)cc3C)cc2)cc1	16.5	5.4	3.4	-1.4	0.2	5.0	-0.1
CC(=O)Nc1sc2c(c1C(c1ccncc1)N1CCOCC1)CCCC2 (stereo unspecified)	-5.3	7.3	2.3	0.2	2.3	14.3	-3.3
Cc1ccc(Oc2nc3c(c(=O)n(C)c(=O)n3C)n2C)cc1C	-13.1	-3.2	.	-3.1	-6.9	-0.8	-24.8
CN(C)S(=O)(=O)c1ccc2c(c1)c(=O)c(C(=O)N1CCOCC1)cn2C	11.1	9.7	4.9	.	10.0	-19.7	-4.4
COc1ccc(N(CC(=O)N/N=C/c2cccc(OC)c2OC)S(=O)(=O)c2ccccc2)cc1	-7.0	-51.8	-3.2	-5.2	-8.7	9.7	2.5
CCCC(=O)N1CCC1(C)C(=O)Nc1ccccc1-c1ccccc1 (stereo unspecified)	2.6	-1.2	2.5	.	-7.1	-6.7	.
C#CCOCCOCCOCCNc1nc(N2CCN(C(=O)[C@H](CCCCN)n3cc(CC(C)O)nn3)CC2)nc(N2CCN(C(=O)[C@H](Cc3ccc(O)cc3)n3cc(CCO)nn3)CC2)n1 (stereo partly specified)	-4.4	-9.8	0.2	.	-5.4	-15.6	-4.9
CCCNC(=O)COc1coc(CN2CCN(c3cccc(Cl)c3)CC2)cc1=O	4.8	4.1	-6.5	0.1	-0.2	13.1	-0.6
O=C(c1ccccc1)N1CC[C@@H]2[C@@H](CO)Nc3ccc(-c4ccc(F)cc4)cc3[C@@H]21	-12.9	9.1	.	.	-21.7	-5.3	-0.5
CCOC(=O)[C@]12CCC=C1N(Cc1ccco1)C(=O)[C@H](CC(=O)NCCCOC)C2	6.4	3.1	0.5	-3.0	-5.3	-24.7	.
CC1(C(=O)NS(=O)(=O)Cc2ccccc2C(F)(F)F)CCN1C(=O)c1cccc(F)c1 (stereo unspecified)	-16.1	-4.8	0.2	-0.8	-4.2	1.8	.
Cc1csc(NC(=O)CSc2nncs2)n1	4.8	-11.7	1.4	-0.7	1.6	-12.0	3.2

A portion of the results above, for reference:
SMILES	LGR2 antag	EWS-Fli block	CASP6 VEID inh	SIRT5 inh	DENV2 CPE	PAX8 reporter	ARNT TACC3 PPI
COc1ccc(NC(=O)Nc2ccc3c(c2)C(=O)N([C@H](C)CO)C[C@@H](C)[C@H](CN(C)Cc2ccncc2)O3)cc1	10.0	-6.2	2.9	-0.5	3.0	-17.1	-14.7
CC(=O)c1ccc(OC(=O)c2ccc(-n3nc(C)cc3C)cc2)cc1	16.5	5.4	3.4	-1.4	0.2	5.0	-0.1
CC(=O)Nc1sc2c(c1C(c1ccncc1)N1CCOCC1)CCCC2 (stereo unspecified)	-5.3	7.3	2.3	0.2	2.3	14.3	-3.3
Cc1ccc(Oc2nc3c(c(=O)n(C)c(=O)n3C)n2C)cc1C	-13.1	-3.2	.	-3.1	-6.9	-0.8	-24.8
CN(C)S(=O)(=O)c1ccc2c(c1)c(=O)c(C(=O)N1CCOCC1)cn2C	11.1	9.7	4.9	.	10.0	-19.7	-4.4
COc1ccc(N(CC(=O)N/N=C/c2cccc(OC)c2OC)S(=O)(=O)c2ccccc2)cc1	-7.0	-51.8	-3.2	-5.2	-8.7	9.7	2.5
CCCC(=O)N1CCC1(C)C(=O)Nc1ccccc1-c1ccccc1 (stereo unspecified)	2.6	-1.2	2.5	.	-7.1	-6.7	.
C#CCOCCOCCOCCNc1nc(N2CCN(C(=O)[C@H](CCCCN)n3cc(CC(C)O)nn3)CC2)nc(N2CCN(C(=O)[C@H](Cc3ccc(O)cc3)n3cc(CCO)nn3)CC2)n1 (stereo partly specified)	-4.4	-9.8	0.2	.	-5.4	-15.6	-4.9
CCCNC(=O)COc1coc(CN2CCN(c3cccc(Cl)c3)CC2)cc1=O	4.8	4.1	-6.5	0.1	-0.2	13.1	-0.6
O=C(c1ccccc1)N1CC[C@@H]2[C@@H](CO)Nc3ccc(-c4ccc(F)cc4)cc3[C@@H]21	-12.9	9.1	.	.	-21.7	-5.3	-0.5
CCOC(=O)[C@]12CCC=C1N(Cc1ccco1)C(=O)[C@H](CC(=O)NCCCOC)C2	6.4	3.1	0.5	-3.0	-5.3	-24.7	.
CC1(C(=O)NS(=O)(=O)Cc2ccccc2C(F)(F)F)CCN1C(=O)c1cccc(F)c1 (stereo unspecified)	-16.1	-4.8	0.2	-0.8	-4.2	1.8	.
Cc1csc(NC(=O)CSc2nncs2)n1	4.8	-11.7	1.4	-0.7	1.6	-12.0	3.2

Next section.
SMILES	LGR2 antag	EWS-Fli block	CASP6 VEID inh	SIRT5 inh	DENV2 CPE	PAX8 reporter	ARNT TACC3 PPI
[O-]C(=C(C(=S)Nc1cccc2ccccc12)[n+]1cccc(CO)c1)c1ccc(Cl)s1	10.9	-14.7	-2.5	-0.5	4.4	35.8	1.0
CCCNC(=O)N1C[C@@H]2[C@H](c3ccccc31)[C@H](CO)N2C(=O)CN1CCOCC1	5.8	-3.9	.	0.8	.	7.3	1.7
O=C(C[C@@H]1CC[C@H](NC(=O)CC2CC2)[C@@H](CO)O1)NCc1ccc(-c2ccccc2)cc1	-16.2	-1.3	4.1	-3.0	-1.7	-5.3	-6.4
CSCCCNC(=S)N(C)CC(=O)Nc1ccc(C)cc1	-20.5	8.0	-2.3	-0.2	15.2	11.7	-3.8
CSC1=NCCN1C(=O)Cc1ccc(F)cc1	-3.9	-10.0	-2.8	.	11.0	-1.0	.
CCc1cc(C(=O)N2CCN(C(=O)c3ccccc3)CC2)sc1C	6.9	0.2	-2.3	0.2	13.4	4.0	-7.1
CCCNC(=O)C(Cc1ccc(C(F)(F)F)cc1)NC(=O)c1ccc2ccccc2n1 (stereo unspecified)	13.2	-12.4	-0.6	.	-9.8	13.1	-12.4
CC(C)Cc1ccc(C2=CSC3=NCCN23)cc1	10.5	14.4	2.3	4.8	-3.5	3.0	13.2
COc1ccc(N2C(=O)C(=O)/C(=C(/O)c3ccc(C)cc3)C2c2cccnc2)cc1 (stereo unspecified)	15.6	.	.	.	.	11.6	-3.9
C[C@@H]1CN([C@@H](C)CO)C(=O)c2cc(Br)cnc2O[C@@H]1CN(C)Cc1ccncc1	-2.8	-4.3	1.2	-4.6	-3.8	.	-7.2
Nc1nnc(/C=C/c2cccc([N+](=O)[O-])c2)s1	2.7	-18.1	1.1	2.8	2.1	-20.7	-6.5
CN1CCN(NC(=O)c2cccc3ccccc23)CC1	0.8	9.3	-1.0	-1.1	-1.7	6.8	-8.3
Cc1ccc(N/N=C2\COC(C)(C)CC2=O)cc1	-3.7	-11.3	-0.1	1.0	0.0	-15.8	.
Cc1ccc(C(=O)Nc2cccc(C(F)(F)F)c2)cc1NC(=O)c1nccnc1N	-2.9&-4.5	16.0&25.9	0.5&1.7	-2.5&-4.6	-21.9&-3.1	7.4&9.0	-7.0
O=C([C@H]1[C@H](CO)[C@H]2Cn3c(cccc3=O)[C@@H]1N2CC1CC1)N1CCc2ccccc2C1	-9.7	4.1	2.2	-0.2	3.9	10.9	-4.0
O=C(Cc1ccccn1)N1CC2(C1)[C@@H](c1ccccc1)[C@@H](CO)N2C(=O)c1ccncc1	-28.5	.	-0.7	-0.3	5.4	.	.
Cc1cc(=O)oc2cc(O[C@@H]3O[C@H](CO)[C@@H](O)[C@H](O)[C@H]3O)ccc12	0.4	2.1	-0.9	-7.9	7.7	-23.3	-44.0
Cc1ccc2[nH]c(=O)c3cc(C(=O)NCCC(C)C)sc3c2c1	-17.6	3.6	-0.9	-9.4	-6.1	18.4	-9.3
COCC(=O)Nc1ccc2c(c1)C(=O)N(C)C[C@@H](OC)[C@@H](C)CN(C(=O)c1cnccn1)[C@H](C)CO2	-3.0	17.1	-1.1	-1.7	16.5	.	-2.9
CCC(=O)c1ccc(OCC(=O)NC2(C#N)CCCCC2)cc1	-9.5	5.7	-2.1	0.0	-0.3	14.2	9.8

Random draw from the library; any-hit rate near 4.9%.
